DUSP3 inh – inhibitors of human VHR1 phosphatase (DUSP3) | P51452 | recombinant VHR phosphatase, pNPP absorbance | inhibition, % at 13.3 µM | hit rate 0.52% among 290,000; in the data active = inhibition above about 50%; also: some compounds called inactive have numbers as strong as hits
Target sequence (P51452 whole entry, looked up): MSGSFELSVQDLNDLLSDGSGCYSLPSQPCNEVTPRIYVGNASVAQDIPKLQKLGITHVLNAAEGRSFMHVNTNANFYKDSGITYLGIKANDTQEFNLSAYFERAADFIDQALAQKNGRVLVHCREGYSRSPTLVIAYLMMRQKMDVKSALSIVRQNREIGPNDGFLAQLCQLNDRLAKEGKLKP
CCHFV vOTU inh – CCHFV vOTU protease inhibition; Pep-AMC fluorescence; inhibition, % at 11.5 µM; hit rate 0.55% among 370,000; AID 651958; in the data active = inhibition above about 30%; also: 0% = vehicle wells with enzyme and 100% = no enzyme wells
Rv3671c inh – Rv3671c (M. tuberculosis) protease inhibition; inhibition, % at 5.96 µM; hit rate 0.048% among 320,000; AID 2606; in the data active = inhibition above about 38%;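 also: extracellular domain of Rv3671c used as enzyme; 0% = enzyme with DMSO and 100% = no enzyme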
Target sequence (P9WHR9 whole entry, looked up, the tested form may be a part): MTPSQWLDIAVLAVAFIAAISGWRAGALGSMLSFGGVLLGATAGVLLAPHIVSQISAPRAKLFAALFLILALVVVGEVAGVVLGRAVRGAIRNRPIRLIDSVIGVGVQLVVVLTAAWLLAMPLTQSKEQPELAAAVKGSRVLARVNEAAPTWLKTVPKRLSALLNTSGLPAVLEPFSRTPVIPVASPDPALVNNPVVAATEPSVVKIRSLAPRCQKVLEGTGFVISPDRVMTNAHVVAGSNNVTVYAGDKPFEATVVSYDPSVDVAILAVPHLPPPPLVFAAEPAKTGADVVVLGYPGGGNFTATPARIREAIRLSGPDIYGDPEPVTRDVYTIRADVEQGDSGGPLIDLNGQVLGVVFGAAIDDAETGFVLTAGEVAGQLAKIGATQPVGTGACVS
BoNT-F LC inh – blocks Botulinum neurotoxin F light chain protease; Multiplex microsphere protease cleavage assay, flow cytometry; inhibition, % at 10 µM; hit rate 0.22% among 360,000; AID 588497; in the data active = inhibition above about 35%, passing the limit was not always enough; inconclusive = no clear call, values can overlap the other calls; also: plate controls were buffer without enzyme for full effect and enzyme alone for no effect
BoNT A protease – BoNT A light chain protease inhibition; multiplex microsphere protease substrate cleavage, flow cytometry; inhibition, % at 10 µM; hit rate 0.17% among 360,000; AID 588499; also: plate controls were buffer without enzyme for full effect and enzyme alone for no effect
SARS 3CLpro inh – SARS-CoV 3CLpro protease inhibition | P0C6X7 | inhibition, % at 6 µM | hit rate 0.14% among 290,000 | recombinant SARS-CoV 3CLpro, quenched FRET peptide cleavage; in the data active = inhibition above about 12%
PriA SSB inh – K. pneumoniae PriA-SSBct interaction inhibition. AlphaScreen SSBct-PriA binding, biotinylated peptide. inhibition, % at 33 µM. hit rate 0.6% among 430,000. AID 1272365; in the data active = inhibition mostly above about 37%, no sharp cut-off; inactive = mostly below about 20%;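 also: plate controls were negative control peptide for no effect and reference peptide for full effect; strong numbers were not always called active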
MazF activator – increases E. coli MazEF RNase cleavage of RNA. hit rate 0.32% among 350,000. FAM/BHQ RNA-DNA oligo cleavage fluorescence, 5 h. activation, % at 20 µM. P0AE70; in the data active = activation above about 50%
Target sequence (P0AE70 whole entry, looked up): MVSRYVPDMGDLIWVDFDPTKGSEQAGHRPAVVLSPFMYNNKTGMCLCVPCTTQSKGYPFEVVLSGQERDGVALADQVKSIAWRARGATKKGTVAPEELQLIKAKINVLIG
Anthrax LF prot – anthrax lethal factor protease inhibition; multiplex microsphere protease cleavage assay, LF; inhibition, % at 10 µM; hit rate 0.12% among 360,000; AID 588501; also: plate controls were buffer without enzyme for full effect and enzyme alone for no effect
PrPC TRFRET – reduces human prion protein on the cell surface. inhibition, % at 13.8 µM. AID 720596. hit rate 0.43% among 370,000. cell surface PrPC, TR-FRET read-out; in the data active = inhibition above about 24%; also: 0% = median of the test wells and 100% = reference compound wells
* = called active by the depositor; i = inactive; ? = inconclusive; nt = not tested or not shown; & = joins results of further samples. Rule as the data show it, unless noted: active = inhibition above about 30%; inconclusive = no clear call, values can overlap the other calls; inactive = below that. An excerpt; count on the stated rates, not on these rows.

SMILES	DUSP3 inh	CCHFV vOTU inh	Rv3671c inh	BoNT-F LC inh	BoNT A protease	SARS 3CLpro inh	PriA SSB inh	MazF activator	Anthrax LF prot	PrPC TRFRET
Cc1cnc(CNC(=O)C2CCC(=O)N(CCc3ccc(Cl)cc3)C2)cn1 (centres undefined)	-9	7	nt	3	-0.6	4	-14	0	1	1
COc1ccc(Nc2c([N+](=O)[O-])ccc3c2=NC2(CCCCC2)N=3)cc1	26	14	-2	-16	0.6	-2	76*	6	-7	-9
COc1ccc(C)cc1NC(=O)C1CCCN(S(=O)(=O)c2ccc3c(c2)CCCN3C(C)=O)C1 (centres undefined)	9	-7	-12	-4	0.1	-1	3	3	-1	10
O=C(NNC(=O)c1cccc2ccccc12)c1cccc(F)c1	nt	4	nt	1	0.2	nt	4	6	-6	-15
Cc1cccc(OCCNc2ccc([N+](=O)[O-])cn2)c1	13	0	2	-10	-0.7	6	3	-2	-5	2
CC1CCCCN1C(C(=O)O)c1ccccc1 (centres undefined)	-5	-4	1	-4	-0.3	-3	-7	14	-3	-3
CN(CC(=O)Nc1cccc(F)c1)C(=O)/C=C/c1ccc(Br)s1	nt	16	-6	-22	-20	nt	-7	-2	-3	-11
CCN(CC1CCCO1)C(=O)CCc1nnc(CCc2ccc(OC)cc2)o1 (centres undefined)	24	-6	-10	-8	-1.4	-1	-5	3	-3	5
COc1cccc(/C=N/NC(=O)Cn2cnc3c2c(=O)n(C)c(=O)n3C)c1OC	-24	-18	8	-9	-0.9	-1	i	7	-7	-1
CCN(CC)S(=O)(=O)c1ccc(SCC(=O)c2c(N)n(C3CC3)c(=O)[nH]c2=O)nc1	nt	8	nt	-4	0.1	nt	nt	-1	-1	0
CC(C)(C)NC(=S)NCC1CC1	26	6	0	5	-0.2	4	3	-2	-5	11
Cc1oc(C(=O)O)cc1CSc1nnc(-c2ccccc2)n1C	10	-12	3	-1	1.6	0	4	4	-2	2
Cc1ccc(-n2c(=O)[nH]c3c(C(N)=O)nc(CC(C)C)nc32)cc1	6	-9	6	2	-0.5	-1	0	-14	-5	2
Cc1nc(SCc2nc3c([N+](=O)[O-])cccc3[nH]2)c2oc3ccccc3c2n1	nt	nt	1	-4	0.1	nt	-9	4	-6	nt
COc1ccccc1NS(=O)(=O)c1cccc(C(=O)N/N=C(\C)c2ccncc2)c1	nt	13	nt	1	-0.1	nt	nt	1	0	-3
CN1C(=S)SC(N(O)C(=O)Nc2ccccc2)C1(C)C (centres undefined)	-13	-2	1	11	-0.1	-4	-16	3	-3	0
CC(=O)Nc1cccc(C(=O)NNC(=O)c2ccccc2-n2cccc2)c1	nt	3	1	-3	-0.6	nt	-5	5	-5	-8
CSCCCNC(=S)Nc1cccc(S(=O)(=O)NC2=NCCC2)c1	10	3	9	1	-0.7	6	5	0	0	9
C[C@H]1CN([C@@H](C)CO)C(=O)c2cc(NC(=O)CCN3CCOCC3)ccc2O[C@H]1CN(C)C(=O)Nc1ccc(F)cc1	nt	-8	3	-9	-0.5	nt	-1	-8	-8	5
CC(C)C[C@H]1CN=C(Nc2ccccc2)N1CCC1CCCCC1	20	10	-2	-6	-0.9	-4	-6	14	-5	-2
Cc1cc(-c2ccccc2)nc(SCC(=O)N2CCCC2)n1	9	4	3	-12	-1.3	0	-5	-3	2	-5
CCOC(=O)C1CCCN(S(=O)(=O)c2ccc(S(N)(=O)=O)cc2)C1 (centres undefined)	-15	-4	-6	12	0.1	-3	-8	15	8	1
CN1CCN(CC(=O)N(Cc2c(C#N)c3ccccc3n2C)c2ccccc2)CC1	-14	7	-3	-11	-0.3	5	8	5	-2	-9
O=C(O)c1c2c(nc3ccccc13)/C(=C/c1ccc(O)cc1)CCC2	12	-4	8	4	0.8	0	2	4	4	-3
Cc1ccc(CC2C(=O)N(c3nc(C)cc(C)n3)C(=O)C2C)cc1 (centres undefined)	-24	7	0	3	-0.4	-1	-5	4	3	-4

Following part.
SMILES	DUSP3 inh	CCHFV vOTU inh	Rv3671c inh	BoNT-F LC inh	BoNT A protease	SARS 3CLpro inh	PriA SSB inh	MazF activator	Anthrax LF prot	PrPC TRFRET
CCC(=O)N(Cc1ccco1)c1nc(-c2cc(OC)ccc2OC)cs1	26	3	-10	-7	-0.6	5	-8	-5	-40	1
CC(c1ccccc1)N1CCn2c(nc3cc(NC(=O)c4cccs4)ccc32)C1 (centres undefined)	23	-7	-17	-51	11	0	1	13	-2	-1
COc1cc(NC(=O)Nc2cc(C)on2)cc(OC)c1OC	-4	-8	-3	4	0.7	1	6	8	0	4
CC(=O)Nc1ccc(NC(=O)c2ccc(Cl)c(S(=O)(=O)N3CCc4ccccc43)c2)cc1	nt	-2	nt	3	-5.3	nt	-11	30	0	-2
COc1ccc(CN2CCCC(C(=O)c3ccc(Cl)cc3)C2)c(O)c1 (centres undefined)	30	-13	-1	35*	5.3	-2	6	7	4	-1
CC(NC(=O)COC(=O)c1ccc(Cl)cc1O)c1ccc(F)cc1 (centres undefined)	29	-12	2	-3	-1.1	4	-8	-2	-2	4
COc1ccc(C(=O)C2CCCN(C(=O)/C=C/c3ccccn3)C2)c(C)c1 (centres undefined)	18	1	-12	-6	-0.9	0	-13	4	-4	2
CCCCCOC(=O)Cc1c(O)c2ccccc2[nH]c1=O	-1	4	3	6	1.1	0	5	-16	-3	0
O=C(N/N=C/c1cn(-c2ccccc2)nc1-c1ccccc1)c1ccco1	13	19	5	-7	-0.8	-2	nt	10	-3	-5
CCn1c(=O)cc(OCC(=O)Nc2cccc(C)n2)c2ccccc21	-14	-21	0	-4	1.4	4	2	3	13	-5
O=C(COC(=O)Cc1ccc(F)cc1)NC1CCS(=O)(=O)C1 (centres undefined)	nt	-2	0	-14	-2.5	nt	-2	3	0	-3
C=C(C)COc1ccc(-c2ncncc2-c2ccccc2OC)c(O)c1	-20	-3	-5	-6	0.1	4	4	-1	-8	2
c1ccc(COc2cccc(CN3CCc4ccccc4C3)c2)cc1	12	8	0	0	0.4	3	-13	-3	0	3
CC(C)=C[C@@H]1C[C@H](C)[C@H]2CC[C@H](C)c3c(O[C@@H]4O[C@@H](C)[C@@H](O)[C@@H](O)[C@@H]4O)c(O)c(C)c1c32	nt	nt	1	-7	0.4	nt	26	10	10	nt
O=C(c1ccccc1)c1cnc(Nc2ccccc2Cl)s1	27	nt	-3	-3	3.9	2	-22	1	-5	nt
COC(=O)c1cc(C)sc1NC(=O)C1C2C=CC(CC2)C1C(=O)O (centres undefined)	27	1	-8	0	0.2	-2	-7	-1	2	23
CN(CC(=O)Nc1cccc(S(=O)(=O)N2CCOCC2)c1)CC(=O)Nc1ccc(Cl)c(C(F)(F)F)c1	nt	8	-24	3	-1.2	nt	2	-8	0	25*
COc1ccc(C2=NN(CCC(=O)NC3CCC(C)CC3)C(=O)CC2)cc1 (centres undefined)	12	-3	-15	-10	6.2	-3	-1	6	6	-7
COc1ccc(-n2c(=O)c3ccccc3n(CC(=O)OCc3ccccc3)c2=O)cc1OC	-15	-1	2	-17	-0.8	1	4&-1	7	-1	1
C/C(=N\NC(=O)c1cccnc1)c1cc2ccccc2o1	12	10	0	-1	-0.5	-1	nt	13	0	-2
CN1CCN(c2ccc(NC(=O)c3sc4ccccc4c3Cl)cc2)CC1	22	0	-8	-5	0.0	1	7	2	-4	-2
Cc1nc2cc(NC(=O)N3c4ccccc4CC3C)ccc2n1C (centres undefined)	10	24	3	-4	-0.8	1	-1	9	-7	-3
Cc1cc(NC(=O)Cn2cnc3sc(C)c(-c4ccccc4)c3c2=O)no1	0	-12	nt	16	1.5	0	0	1	0	5
COc1cccc(CNC(=O)C(C)n2ccc3cc(S(=O)(=O)N4CCCC4)ccc32)c1 (centres undefined)	10	13	-15	-2	0.0	-6	13	5	-2	7
COc1ccc(-c2cc(C(=O)N/N=C/c3ccc4c(c3)OCO4)c3ccccc3n2)c(OC)c1	24	16	-63	-13	-0.6	-5	nt	-4	0	16

Reformatted as comma-separated lines: entries from further up
SMILES,DUSP3 inh,CCHFV vOTU inh,Rv3671c inh,BoNT-F LC inh,BoNT A protease,SARS 3CLpro inh,PriA SSB inh,MazF activator,Anthrax LF prot,PrPC TRFRET
C=C(C)COc1ccc(-c2ncncc2-c2ccccc2OC)c(O)c1,-20,-3,-5,-6,0.1,4,4,-1,-8,2
c1ccc(COc2cccc(CN3CCc4ccccc4C3)c2)cc1,12,8,0,0,0.4,3,-13,-3,0,3
CC(C)=C[C@@H]1C[C@H](C)[C@H]2CC[C@H](C)c3c(O[C@@H]4O[C@@H](C)[C@@H](O)[C@@H](O)[C@@H]4O)c(O)c(C)c1c32,nt,nt,1,-7,0.4,nt,26,10,10,nt

Remaining list, next part
SMILES	DUSP3 inh	CCHFV vOTU inh	Rv3671c inh	BoNT-F LC inh	BoNT A protease	SARS 3CLpro inh	PriA SSB inh	MazF activator	Anthrax LF prot	PrPC TRFRET
COc1ccc(/C=C/C(=O)O)cc1COc1ccccc1C	-7	-4	-11	-1	-0.6	5	-7	1	-2	10
Cc1ccc(NC(=O)CSc2sc3c(O)cc(=O)[nH]c3c2C#N)c(F)c1	11	4	-11	4	1.9	2	2	-10	0	1
O=C(CSc1nccc(=O)[nH]1)N1N=C2/C(=C/c3ccco3)CCCC2C1c1ccco1 (centres undefined)	7	9	-4	-6	-0.2	6	5	-7	1	-4
COCCNC(=O)CN1C(=O)NC(c2ccccc2)(c2ccccc2)C1=O	24	6	3	4	1.1	-2	-3	-2	0	-5
CC1CN(S(=O)(=O)c2ccc(C(=O)N(CCCN(C)C)c3nc4c(Cl)cccc4s3)cc2)CC(C)O1 (centres undefined)	32	13	5	1	-3.0	-5	6&-10	2	-2	-9
CC(=O)NC(CC(=O)OCc1ccc([N+](=O)[O-])cc1)c1ccccc1 (centres undefined)	26	0	-7	1	-0.8	-3	9	0	-2	-8
O=c1cc(-c2ccccc2Cl)oc2c(NS(=O)(=O)c3ccccc3C(F)(F)F)ccc(O)c12	14	7	-2	3	0.0	nt	8	4	-6	7
CCC1NC(=O)c2cc3ccccc3cc2-n2c1nc1ccc(F)cc1c2=O (centres undefined)	nt	-5	nt	-3	0.1	nt	nt	9	-1	0
N#Cc1nc(-c2ccc(OCc3ccc(Cl)cc3)cc2)oc1N1CCOCC1	0	-8	6	-17	-1.0	-1	4	-2	-2	-3
CN(C)c1ccc(CC(=O)N2CCCC(c3cc(C(=O)Nc4ccc(F)c(Cl)c4)no3)C2)cc1 (centres undefined)	nt	15	nt	-4	-0.4	nt	nt	nt	-5	27*
COc1cccc(NC(=O)CN(C)C(=O)Cc2c(C)nc3ccccc3c2C)c1	nt	-8	-1	0	0.2	nt	10	-7	4	-4
CCCNC(=O)c1ccc2nc(-c3ccccc3)c(-c3ccccc3)nc2c1	20	2	-4	-8	0.7	3	-37	7	1	-7
CSc1cccc(NC(=O)C2CCCN2S(=O)(=O)c2ccc(Br)s2)c1 (centres undefined)	-2	6	-1	-1	-0.3	4	6	-4	0	4
CCOC(=O)C1=C(C)N(CCCC(=O)NCc2ccc3c(c2)OCO3)C(=O)NC1c1ccc(Br)cc1 (centres undefined)	9	-1	3	nt	nt	1	6	-6	nt	-4
O=C(CNC(=O)C1CCCCC1)NC1CCCCC1	9	-7	3	?	0.6	-1	-8	11	4	8
COc1ccc(-c2nc[nH]c2[N+](=O)[O-])cc1	20	-5	-4	6	0.5	-2	-5	-2	-2	-13
N#Cc1c(NC(=O)C(=O)NCCCN2CCOCC2)sc2c1CCC2	30	0	4	2	1.7	-1	3	15	-2	-4
CN(C)C(=O)CCc1ccc2c3c([nH]c2c1)[C@]1(C)[C@@H](C(=O)N2CCCCC2)C[C@H](CC(=O)NCCN2CCOCC2)C(=O)N1CC3	nt	-11	nt	-4	0.1	nt	-7	2	6	3
Cc1nn(CC(=O)NCCc2cccs2)c(=O)c2nn(-c3ccccc3)c(C)c12	15	14	-28	4	0.0	-1	-14	5	4	-1
CCCCSc1nc(O)cc(=O)n1CC	1	8	-6	-2	0.7	4	-11	5	-2	5
COc1ccccc1NC(=O)c1ccc2c(c1)C(=O)N(Cc1ccco1)C2=O	-6	-8	nt	5	-0.8	1	-12	-10	-2	4
COc1ccc(Cl)cc1NC(=O)C(C)N(C)Cc1ccc(C(F)(F)F)cc1 (centres undefined)	39	10	-1	-2	1.0	2	-17	-9	1	4

Source: PubChem (several laboratories)
